V-ATPase pH – regulators of yeast V-ATPase proton pumping, primary screen, pHLuorin cytosolic pH fluorescence; S. cerevisiae; response, % at 10 µM; 350,000 compounds, 0.37% hits; in the data active means response mostly above about 7.3%, no sharp cut-off; inactive means mostly below about 5.4%; further: actives read high; inactives centre near 0; some compounds called inactive have numbers as strong as hits; reference of the scale not given here
CDK5 inh – inhibitors of human CDK5/p35 kinase, primary screen, biochemical, single concentration | Cyclin-dependent kinase 5 (Homo sapiens) + Cyclin-dependent kinase 5 activator 1 (Homo … | Recombinant CDK5/p35, ADP-Glo luminescence, 60 min | inhibition, % at 10 µM | 330,000 compounds, 0.01% hits;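 active means highest replicate inhibition of at least 50% and at least 75% of replicates reaching 50%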;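 further: plate controls were DMSO neutral control for no effect and GW8510 at 10 µM for full effect; many of its hits are not listed in these tables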
HTR5A inv ctr – HTR5A inverse agonists in luminescence cell assay, primary screen, counter-screen for OPRM1-OPRD1 heterodimer inverse agonist project, full-deck HTS. 5-hydroxytryptamine receptor 5A (Homo sapiens), P47898. HTR5A cell line, inverse agonism. inhibition, % at 9.3 µM. 340,000 compounds, 0.083% hits; in the data active means inhibition mostly above about 23%, no sharp cut-off; inactive means mostly below about 18%;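 further: 0% = cells with DMSO and 100% = no-cell wells with DMSO; some compounds called inactive have numbers as strong as hits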
Target sequence (P47898 whole entry, looked up): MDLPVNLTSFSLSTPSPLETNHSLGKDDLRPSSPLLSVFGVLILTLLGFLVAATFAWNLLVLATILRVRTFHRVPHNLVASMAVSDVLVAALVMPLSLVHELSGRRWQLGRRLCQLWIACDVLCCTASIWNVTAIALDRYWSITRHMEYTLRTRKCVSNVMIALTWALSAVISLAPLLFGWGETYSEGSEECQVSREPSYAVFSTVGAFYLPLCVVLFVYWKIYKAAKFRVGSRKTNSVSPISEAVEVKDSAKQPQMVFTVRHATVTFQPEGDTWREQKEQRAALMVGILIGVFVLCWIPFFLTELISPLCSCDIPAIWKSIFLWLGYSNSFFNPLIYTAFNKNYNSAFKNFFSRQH
SR-BI DiI inh – inhibitors of SR-BI mediated HDL lipid uptake, primary screen, ldlA[mSR-BI] cells, fluorescence, single point. Scavenger receptor class B member 1 (Mus musculus), Q61009. ldlA[mSR-BI] CHO cells, DiI-HDL uptake fluorescence, 3 h. inhibition, % at 12.5 µM. 320,000 compounds, 0.96% hits;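 active means mean replicate inhibition of at least 70% and a set share of replicates each scoring 70 or more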;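 further: 0% = median of neutral control wells and 100% = median of positive control wells; values of inactives mirror those of a sister screen read the other way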
Target sequence (Q61009 whole entry, looked up): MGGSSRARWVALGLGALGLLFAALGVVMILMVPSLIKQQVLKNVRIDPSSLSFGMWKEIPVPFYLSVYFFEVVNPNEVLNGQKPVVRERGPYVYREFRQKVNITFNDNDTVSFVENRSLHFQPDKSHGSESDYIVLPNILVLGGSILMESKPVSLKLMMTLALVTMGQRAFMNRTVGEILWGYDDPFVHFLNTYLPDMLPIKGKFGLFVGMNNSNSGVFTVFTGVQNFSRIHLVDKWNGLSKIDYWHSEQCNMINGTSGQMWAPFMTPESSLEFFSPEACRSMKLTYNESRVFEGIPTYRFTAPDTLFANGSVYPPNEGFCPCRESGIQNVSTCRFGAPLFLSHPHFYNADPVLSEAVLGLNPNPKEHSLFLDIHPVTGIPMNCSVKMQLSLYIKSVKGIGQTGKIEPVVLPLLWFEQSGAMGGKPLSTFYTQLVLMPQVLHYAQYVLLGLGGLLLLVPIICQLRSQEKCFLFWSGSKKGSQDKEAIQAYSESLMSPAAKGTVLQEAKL
HTR5A ag ctr – HTR5A agonists in luminescence cell assay, primary screen, counter-screen for OPRM1-OPRD1 heterodimer agonist project, full-deck HTS; activation, % at 9.3 µM; AID 504692, 2011; 340,000 compounds, 0.61% hits; 5-hydroxytryptamine receptor 5A (Homo sapiens), P47898; cell-based; in the data active means activation mostly above about 9.5%, no sharp cut-off; inactive means mostly below about 7.6%;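 further: 0% = cells with vehicle only and 100% = reference agonist; strong numbers were not always called active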
MITF TRPM1 HTS – activators of MITF-driven TRPM1 promoter reporter, primary screen, cell-based, SK-MEL-5, luciferase, single point. SK-MEL-5 TRPM1-promoter luciferase, 24 h; % of positive control, neutral wells = 0. activation, % at 12.5 µM. 300,000 compounds, 0.75% hits. AID 588334, 2011;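 active means mean activation of at least 80% with every replicate also reaching 80%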;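 further: 0% = neutral control wells and 100% = parthenolide positive control wells; values of inactives mirror those of a sister screen read the other way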
PvdQ acylase – P. aeruginosa PvdQ acylase inhibitors, primary screen, biochemical, fluorescence, plate reader and imaging, single point | 340,000 compounds, 0.063% hits | inhibition, % at 10 µM | purified PvdQ acylase | AID 488965, 2010 | PvdQ acylase [Pseudomonas aeruginosa LESB58]; in the data active means inhibition above about 30%, passing the limit was not always enough;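 further: 0% = vehicle neutral wells and 100% = reference inhibitor wells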
NSD2 inh – NSD2 histone methyltransferase inhibitors, primary screen, biochemical, AlphaScreen, single concentration, set 2 | Histone-lysine N-methyltransferase NSD2 (Homo sapiens), O96028 | NSD2 peptide methylation, 120 min | inhibition, % at 12.5 µM | 310,000 compounds, 0.54% hits | AID 743445, 2014; in the data active means inhibition above about 50%
dFosB act – activators of delta FosB homodimer, primary screen, biochemical, fluorescence polarization, TAMRA-CDK5 oligo, single point; 340,000 compounds, 0.99% hits; activation, % at 25 µM; AID 493131, 2011; purified delta FosB; percent of positive-control signal above neutral wells;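 active means mean activation above about 17%, with every replicate also reaching it, limit read from the data, passing the limit was not always enough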;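 further: fluorescence polarization rise as delta FosB binds a TAMRA Cdk5 AP-1 oligo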
Wnt bcat act – Wnt/beta-catenin pathway activators, primary screen, cell-based, plate reader, single point. activation, % at 9.35 µM. 300,000 compounds, 1.2% hits. Wnt/beta-catenin reporter cell assay, activator; in the data active means activation above about 30%, passing the limit was not always enough;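 further: 0% = neutral control wells and 100% = positive control wells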
An asterisk follows results filed as active; nt = no result given.

SMILES	V-ATPase pH	CDK5 inh	HTR5A inv ctr	SR-BI DiI inh	HTR5A ag ctr	MITF TRPM1 HTS	PvdQ acylase	NSD2 inh	dFosB act	Wnt bcat act
Cc1cccc2cc(CN(CC3CCCO3)C(=S)NCc3ccco3)c(=O)[nH]c12 (stereo not given)	-1	-0.7	-22	6	1	-6	-5	1	-5	nt
CC(C)c1cc(O)c(-c2ccccc2)c(=O)n1-c1ccc(Cl)cc1	5	1.7	-22	-9	4	nt	14	17	1	-4
Cc1ccc(OCC(=O)Nc2cc(NC(=O)COc3ccc(C)cc3)cc(C(=O)O)c2)cc1	-4	-0.2	5	-9	-2	2	-13	2	-23	5
Cc1cc(C)cc(NC(=S)NCc2ccc(S(N)(=O)=O)cc2)c1	1	-0.7	3	17	0	-2	-3	0	4	0
O=C1CCCC2=C1C(c1cn(-c3ccccc3)nc1-c1cccs1)c1c([nH]c(=O)[nH]c1=O)N2 (stereo not given)	-1	-2.2	13	-2	4	-1	-10	1	-29	nt
Cc1cc2cc(CNC(=O)c3cccc([N+](=O)[O-])c3)ccc2n1C	0	0.4	3	-19	-1	nt	1	nt	4	-7
O=S(=O)(c1ccc(Cl)cc1)c1snnc1-c1ccccc1	3	0.9	-4	0	-4	-82	22	-2	5	nt
O=C1c2cccc3cccc(c23)C(=O)N1CCN1CCN(C(=S)Nc2ccc(Cl)cc2)CC1	1	-0.5	-15	68	4	-6	-6	0	-4	3
O=C(CCSC1=NCCCN1)c1ccc(F)cc1	25	-0.7	-1	-2	0	nt	-3	1	2	3
CCC(C(=O)Nc1ccc(S(=O)(=O)N(C)C2CCN(C)CC2)cc1)c1ccccc1 (stereo not given)	-3	-1.4	14	-27	-6	18	-5	2	1	-6
Clc1ccccc1COc1ccc(/C=N/n2cnnc2)cc1	3	-1.0	-4	-22	-2	5	0	-2	-2	0
Cc1ccc(CNC(=O)CN(C(=O)C2(C)CC(=O)N=C3C=CC=CN32)c2ccccc2F)cc1 (stereo not given)	7	0.6	-22	nt	-3	6	-15	28	-2	4

3 compounds from above, ordered by SMILES length, low to high.
SMILES	V-ATPase pH	CDK5 inh	HTR5A inv ctr	SR-BI DiI inh	HTR5A ag ctr	MITF TRPM1 HTS	PvdQ acylase	NSD2 inh	dFosB act	Wnt bcat act
O=C(CCSC1=NCCCN1)c1ccc(F)cc1	25	-0.7	-1	-2	0	nt	-3	1	2	3
Cc1cc(C)cc(NC(=S)NCc2ccc(S(N)(=O)=O)cc2)c1	1	-0.7	3	17	0	-2	-3	0	4	0
O=C1CCCC2=C1C(c1cn(-c3ccccc3)nc1-c1cccs1)c1c([nH]c(=O)[nH]c1=O)N2 (stereo not given)	-1	-2.2	13	-2	4	-1	-10	1	-29	nt

Remaining list, next part
SMILES	V-ATPase pH	CDK5 inh	HTR5A inv ctr	SR-BI DiI inh	HTR5A ag ctr	MITF TRPM1 HTS	PvdQ acylase	NSD2 inh	dFosB act	Wnt bcat act
COC(=O)c1cccnc1-n1c(=O)c2cccnc2n(Cc2cccc([N+](=O)[O-])c2)c1=O	0	0.3	-2	nt	1	7	0	3	0	-1
O=C(Cc1cccc(C(F)(F)F)c1)Nc1ccccc1	2	-4.2	-13	0	3	-1	-7	-5	-6	1
O=C(COC(=O)c1ccc2c(c1)OCO2)Nc1ccccc1Cl	-6	0.2	-6	-11	2	8	-16	-1	-13	3
COC(=O)CC1(C(=O)OC)Oc2ccccc2C(=O)N1c1ccc(F)cc1F (stereo not given)	1	0.2	-21	nt	-4	nt	-5	-5	-1	8
NC(=O)c1oc2ccccc2c1NC(=O)c1ccc([N+](=O)[O-])o1	10	1.3	-20	nt	7	-83	13	-3	-1	-3
COC(=O)c1sc(NC(=O)COc2ccc(C)cc2)nc1C	0	2.0	20	-13	5	15	-13	-4	-4	-1
O=C(Nc1ccc(F)cc1)c1ccc(CN2CCc3ccccc3C2)cc1	0	0.6	-9	5	-2	7	-11	-2	6	0
Cc1sc2ncnc(SCC(=O)N(C(C)C)C(C)C)c2c1C	-1	-0.9	3	-14	-1	-7	-6	-1	-4	-1
O=C(Nc1ccncc1)c1c(Cl)cccc1Cl	4	3.8	3	14	-1	-13	-6	-2	-4	-2
CCCCN(C(=O)c1cc(S(=O)(=O)N2CCCCCC2)ccc1OC)c1ccccc1	-3	-0.2	-1	-17	4	-10	-15	-1	-11	0
CCCC(C)C(=O)Nc1ccncc1 (stereo not given)	-4	0.0	-6	-21	-2	nt	5	1	0	-9
C=C(C)C(=O)Nc1cccc(C2=NOC3(C2)C[C@H](C(N)=O)N(C(=O)c2ccccc2C(=O)c2ccccc2)C3)c1 (stereo not given in full)	2	-0.3	-26	25	9	1	0	nt	-4	-5
COCCNC(=O)c1c[nH]c2ccc(S(=O)(=O)Nc3ccccc3F)cc2c1=O	-2	-1.5	-14	-9	4	-7	2	31	-5	1
COC(=O)CNC(=O)CSc1nc(N)cc(=O)[nH]1	-4	0.5	-17	-15	4	nt	-5	-2	6	nt
O=C(O)CCCC(=O)N1N=C(c2ccccc2)CC1c1cccs1 (stereo not given)	0	1.2	-18	-10	6	8	0	-3	1	0
CCCCc1c(O)nc2n(c1=O)CCS2	2	-2.2	-26	-13	0	-8	-10	15	0	nt
CCN(CC)c1ccc2oc(=O)c(C)nc2c1	0	0.2	-5	nt	0	-9	-4	3	-1	-2
CCN(CC)C(=O)CSc1ncnc2c1cnn2-c1ccccc1	0	0.6	-10	1	-3	75	10	-9	-2	61*
Cc1cc(S(=O)(=O)Nc2cccc(O)c2)c(C)s1	3	-0.3	-26	-7	4	3	-6	0	-1	-5
N#Cc1ccccc1S(=O)(=O)N1CCNS(=O)(=O)c2ccccc21	-1	0.4	6	-6	-2	-2	-19	nt	2	-2
Cn1c(=O)c(C(=O)NCCCc2ccccc2)c(O)c2ccccc21	3	0.1	-11	-22	-3	0	-18	25	-10	-1
Cc1ccc(N(CC(=O)NCc2ccncc2)S(C)(=O)=O)cc1	-1	-0.5	9	-19	2	8	-10	-1	-8	-1
COc1ccc(CCn2nnnc2C(c2ccc(C)cc2)N2CCN(C)CC2)cc1OC (stereo not given)	-3	-0.5	-8	13	7	nt	-13	3	-5	nt
Cc1ccccc1NC(=S)N(C)CCc1ccccn1	-2	0.2	12	-18	5	6	-10	0	-7	nt
CN(C)CCCN1C(=O)C(=O)/C(=C(/O)c2ccncc2)C1c1ccccc1 (stereo not given)	0	0.2	-22	-19	0	2	-8	10	-8	nt
Cc1c(CCC(=O)NCCC(=O)O)c(=O)oc2cc3occ(-c4ccccc4)c3cc12	0	1.6	6	12	-2	4	-17	1	-22	1
CCOC(=O)c1c(-c2ccc(F)cc2)csc1/N=C/N(C)C	3	1.6	34	13	0	12	-1	-1	-5	-1
CC(C)CNC(=O)CSc1nnc(CN2CCCCCC2=O)n1-c1ccccn1	-2	1.1	-5	-15	-1	5	10	5	-2	nt
Cc1ccc(S(=O)(=O)Nc2ccnc3ccccc23)cc1	-2	-2.3	-26	-12	0	18	0	-1	3	-1
CC(C)(C)Sc1nc(O)cc(=O)[nH]1	1	-0.2	-18	nt	3	-1	-16	-1	-1	nt
O=C(NCN1CCN(c2ccccn2)CC1)c1cnccn1	3	0.0	-43	1	12	4	3	1	1	nt
O=C1c2ccccc2C(O)N1Cc1ccccc1Cl (stereo not given)	0	-1.4	-10	-29	-2	nt	-7	nt	-3	-1
CC(C)Cn1cnc2c1c(=O)n(CC(=O)O)c(=O)n2Cc1ccccc1	-2	-0.2	-9	nt	3	0	-4	-3	5	-4
CCN(CCCNC(=O)CCn1c(=S)[nH]c2cc3c(cc2c1=O)OCO3)c1cccc(C)c1	-5	0.6	17	9	0	-11	-1	14	5	-3
COc1ccc(CN2CC(C(=O)NCCCN3CCCC(C)C3)CC2=O)cc1 (stereo not given)	1	0.7	1	-9	-7	-3	-16	2	-4	0
Cc1nc2sc(C(c3ccccc3)N3CCN(CCO)CC3)c(O)n2n1 (stereo not given)	-3	0.8	6	-13	1	nt	4	nt	-1	-3
CC(=O)Nc1ccc(NC(=O)C2CCCN(C(=O)c3ccc(Cl)cc3)C2)cc1 (stereo not given)	-2	1.6	6	9	-2	16	27	-2	1	-1
CCc1ccc(NC(=O)N(CCCN2CCOCC2)C(C)c2cc3cccc(OC)c3o2)cc1 (stereo not given)	0	0.3	-6	18	0	-11	-13	nt	-6	nt
O=C(CNC(=O)c1cc(S(=O)(=O)N2CCCCC2)ccc1N1CCOCC1)Nc1ccc(F)c(F)c1	-1	-1.8	-13	-25	0	0	3	-1	54*	-2
COc1ccccc1N(CC(O)CN1CCCC1)S(=O)(=O)c1ccccc1 (stereo not given)	-2	0.5	-54	4	1	9	-9	3	-5	1
O=c1cc(OCc2ccccc2)cc[nH]1	1	-0.1	-10	-2	4	1	0	82*	4	0
O=C(NCC1CCCO1)C1CCN(S(=O)(=O)N2CCCC2)CC1 (stereo not given)	-1	-1.2	1	-21	0	8	-10	-6	-4	nt
COc1ccc(S(=O)(=O)NCC2CCCN(C(=O)c3cccs3)C2)cc1 (stereo not given)	-4	-1.7	-9	10	3	7	7	-1	-6	0
CN(C)c1ccc(C(=O)Nc2nnc(C3=COCCO3)o2)cc1	-1	0.2	-3	-9	1	32	8	0	-5	9

Four entries from above, field by field.
O=C(CNC(=O)c1cc(S(=O)(=O)N2CCCCC2)ccc1N1CCOCC1)Nc1ccc(F)c(F)c1
  V-ATPase pH = -1
  CDK5 inh = -1.8
  HTR5A inv ctr = -13
  SR-BI DiI inh = -25
  HTR5A ag ctr = 0
  MITF TRPM1 HTS = 0
  PvdQ acylase = 3
  NSD2 inh = -1
  dFosB act = 54*
  Wnt bcat act = -2

O=c1cc(OCc2ccccc2)cc[nH]1
  V-ATPase pH = 1
  CDK5 inh = -0.1
  HTR5A inv ctr = -10
  SR-BI DiI inh = -2
  HTR5A ag ctr = 4
  MITF TRPM1 HTS = 1
  PvdQ acylase = 0
  NSD2 inh = 82*
  dFosB act = 4
  Wnt bcat act = 0

COc1ccccc1N(CC(O)CN1CCCC1)S(=O)(=O)c1ccccc1 (stereo not given)
  V-ATPase pH = -2
  CDK5 inh = 0.5
  HTR5A inv ctr = -54
  SR-BI DiI inh = 4
  HTR5A ag ctr = 1
  MITF TRPM1 HTS = 9
  PvdQ acylase = -9
  NSD2 inh = 3
  dFosB act = -5
  Wnt bcat act = 1

O=C(NCC1CCCO1)C1CCN(S(=O)(=O)N2CCCC2)CC1 (stereo not given)
  V-ATPase pH = -1
  CDK5 inh = -1.2
  HTR5A inv ctr = 1
  SR-BI DiI inh = -21
  HTR5A ag ctr = 0
  MITF TRPM1 HTS = 8
  PvdQ acylase = -10
  NSD2 inh = -6
  dFosB act = -4
  Wnt bcat act = nt

Assay outcomes: PubChem, several laboratories

This is a random part of the collection (roughly 5% active in at least one column).
